ALDH1A1 inh: ALDH1A1 (human) enzyme inhibition | P00352 | Purified ALDH1A1, NADH fluorescence, propionaldehyde substrate | Potency, µM (series often up to 75.3 µM), for inactives: at the top dose activity, negative = inhibition, most hits filed as inhibitors | 220,000 compounds, 7.3% hits; active = well fitted inhibition curve with a large enough effect, not every such curve was filed as active; inconclusive = small, poorly fitted or top-dose-only effect, or another doubt; inactive = no such curve, though single readings can be large or run the other way;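 also: plate controls were no enzyme wells and a reference inhibitor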
Target sequence (P00352 whole entry, looked up): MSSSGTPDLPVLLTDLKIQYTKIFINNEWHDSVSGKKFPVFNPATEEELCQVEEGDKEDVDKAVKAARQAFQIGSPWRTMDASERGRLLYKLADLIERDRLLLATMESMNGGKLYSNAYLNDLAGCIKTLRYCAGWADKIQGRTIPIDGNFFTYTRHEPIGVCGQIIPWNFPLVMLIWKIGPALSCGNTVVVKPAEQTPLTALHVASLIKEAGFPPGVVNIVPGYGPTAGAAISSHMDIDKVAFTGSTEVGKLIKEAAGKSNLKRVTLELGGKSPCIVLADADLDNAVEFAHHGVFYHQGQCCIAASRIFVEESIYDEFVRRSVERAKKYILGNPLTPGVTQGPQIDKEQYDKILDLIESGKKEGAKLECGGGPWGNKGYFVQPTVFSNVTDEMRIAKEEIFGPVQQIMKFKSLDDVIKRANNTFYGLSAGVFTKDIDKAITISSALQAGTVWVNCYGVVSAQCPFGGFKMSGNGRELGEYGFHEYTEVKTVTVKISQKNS
SMN2 splice up: SMN2 splice variant enhancement | 210,000 compounds, 2.8% hits | Potency, µM (doses to about 46.1 µM), without a hit: top-dose activity change, positive = activation, usual class: activators | HEK293 SMN2-luciferase splicing reporter, luminescence, 30-36 h; also: % of control where 0% means no effect; nearly all actives have a fitted effect of over 55% in size
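HEK293 cells carry an SMN2 […]–luciferase reporter in which exon 7 inclusion puts luciferase in frame. Cells were plated 10-12 h before compound addition, then incubated 30-36 h at 37C. ONE-Glo luminescence was read; sodium butyrate at 4.5 mM final served as control.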
HTT cytoprotect: protects HTT-Q103 PC12 cells, measured by ATP; AID 1471; 230,000 compounds, 0.14% hits; Potency, µM (top dose mostly 56.4 µM), for the others: cytoprotection (ATP increase), actives largely listed as activators; PC12 HTT-Q103 induced, cytoprotection, ATP luminescence, 40 h;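 also: % of control where 0% means no effect; nearly all actives have a fitted effect of over 45% in size; toxic huntingtin expression switched on by the ecdysone agonist tebufenozide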
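ATP quantification (ATPlite) reports survival of PC12 cells in which tebufenozide, 100 nM final, switches on Htt exon 1 with 103 glutamines linked to GFP; compounds are titrated.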
KDM4E inh: JMJD2E (human) inhibition; 230,000 compounds, 1.6% hits; JMJD2E catalytic domain, FDH-coupled NADH fluorescence (FDH is formaldehyde dehydrogenase); B2RXH2; AID 2147; Potency, µM (doses to about 57.1 µM), for the others: at the top dose activity change, negative = inhibition, most hits filed as inhibitors; active = well fitted inhibition curve with a large enough effect, not every such curve was filed as active; inconclusive = small, poorly fitted or top-dose-only effect, or another doubt; inactive = no such curve, though single readings can be large or run the other way;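 also: 0% = wells with enzyme and -100% = buffer wells without enzyme; nearly all actives have a fitted effect of over 50% in size; many of its hits are not listed in these tables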
Target sequence (B2RXH2 1-337 limits assumed): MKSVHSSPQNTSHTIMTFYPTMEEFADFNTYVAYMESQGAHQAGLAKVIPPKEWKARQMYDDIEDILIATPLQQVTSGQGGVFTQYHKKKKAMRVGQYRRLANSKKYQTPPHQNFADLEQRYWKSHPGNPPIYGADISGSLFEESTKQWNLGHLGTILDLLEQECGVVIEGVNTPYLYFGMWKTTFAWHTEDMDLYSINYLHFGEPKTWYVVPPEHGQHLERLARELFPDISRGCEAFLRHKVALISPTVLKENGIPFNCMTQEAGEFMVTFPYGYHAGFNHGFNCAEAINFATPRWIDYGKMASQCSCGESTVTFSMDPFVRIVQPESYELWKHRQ
Tau fluor counter: counter-screen for tau fibril formation inhibitors | Potency, µM (doses to about 57.7 µM), for inactives: at the top dose activity change, negative = decrease | tau K18 P301L Alexa594 fluorescence, heparin fibrillization | 280,000 compounds, 0.93% hits; also: % is scaled to controls: 0 for no effect and ±100 for the full control effect; nearly all actives have a fitted effect of over 55% in size
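Human K18 P301L tau (15 uM unlabeled plus 0.24 uM Alexa 594-labeled, final) in 100 mM sodium acetate pH 7 was mixed with compound and 20 uM heparin and incubated 6 hr at 37 C.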
HttQ103 aggreg: mutant huntingtin aggregation inhibition. PC12 HttQ103-GFP aggregates, Acumen cytometry, 40 h. Potency, µM (titrated, usually from 46.1 µM), without a hit: top-dose activity change, negative = inhibition, most hits filed as inhibitors. 220,000 compounds, 1.1% hits; also: % is scaled to controls: 0 for no effect and ±100 for the full control effect; nearly all actives have a fitted effect of over 60% in size
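Using laser scanning cytometry, GFP-positive aggregates were counted after lysis of PC12 cells induced with 100 nM tebufenozide to express HTT exon 1 Q103–GFP. Compounds were tested in titration.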
Tau fibril FP: inhibitors of human tau fibril formation; K18 P301L tau heparin fibrillization, Alexa594 FP, 6 h; Potency, µM (series often up to 57.7 µM), for the others: top-dose activity, negative = inhibition, usual class: inhibitors; 280,000 compounds, 0.39% hits; also: % is scaled to controls: 0 for no effect and ±100 for the full control effect; nearly all actives have a fitted effect of over 55% in size
Target sequence (P10636 561-689 P618L limits assumed): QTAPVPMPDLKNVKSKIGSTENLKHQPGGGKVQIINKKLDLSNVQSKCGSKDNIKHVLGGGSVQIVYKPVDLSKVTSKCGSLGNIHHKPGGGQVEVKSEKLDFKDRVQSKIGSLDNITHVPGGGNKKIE
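Human K18 P301L fragment (15 uM unlabeled plus 0.24 uM Alexa 594-labeled) in 100 mM sodium acetate pH 7 with compound, aggregation induced by 20 uM heparin for 6 hr at 37 C. ThT (30 uM) added for 1 hr, then Alexa 594 FP read.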
Tau fibril ThT: inhibitors of human tau fibril formation, thioflavin T binding; P10636; recombinant tau K18 P301L (four-repeat tau fragment), heparin-induced fibrillization, ThT fluorescence; Potency, µM (top dose mostly 57.4 µM), without a hit: top-dose activity, negative = inhibition, usual class: inhibitors; 270,000 compounds, 2.1% hits; also: % is scaled to controls: 0 for no effect and ±100 for the full control effect; nearly all actives have a fitted effect of over 55% in size
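Heparin-induced fibrillization of the P301L-mutant K18 repeat-domain fragment of human tau was followed by ThT binding in quantitative high-throughput format.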
An asterisk follows results filed as active; ? = inconclusive; · = no result given; & = joins results of further samples; [ ] = remark or other dose. Unless noted, calls follow the shape of the dose curve; as a rule, active = well fitted curve in the direction sought with a large enough effect; inconclusive = small, poorly fitted or top-dose-only effect, or another doubt; inactive = no such curve, though single readings can be large; an effect the other way counts as inactive or inconclusive. Potency is read from the fitted curve at half-maximal effect. These rows are one share of the data, so the mix of outcomes need not match the whole.

SMILES	ALDH1A1 inh	SMN2 splice up	HTT cytoprotect	KDM4E inh	Tau fluor counter	HttQ103 aggreg	Tau fibril FP	Tau fibril ThT
CS(=O)(=O)N(Cc1ccc(C(=O)N2CCc3ccccc3C2)cc1)c1ccccc1	?	·	27%[10 µM]	7%	0%	24%[9.22 µM]	4%	1%
CCCCCCC(c1c(C)n(C)n(-c2ccccc2)c1=O)c1c(C)n(C)n(-c2ccccc2)c1=O	3%	-15%	3%[10 µM]	10%	3%	-24%	9%	-8%
COc1ccc(CNC(=O)Nc2cn(CC(C)C)c(=O)c3ccccc23)c(OC)c1	·	-3%	·	·	-11%	·	3%	-11%
O=C1NC(c2cccc([N+](=O)[O-])c2)=CCN1c1ccccc1O	-5%	11%	14%[10 µM]	-16%&4%&-8%	-15%&-9%&-7%	8%[9.22 µM]	4%&3%&-4%	?
CC(Oc1ccc(Cl)cc1Cl)C(=O)NCc1ccncc1 (stereo not given)	?	-11%	-18%	?	9%	?	0%	12%
O=C(NCc1ccccc1)C(c1ccncc1)N(C(=O)c1csnn1)C1CC1 (stereo not given)	0%	-7%	-14%	5%	-2%	-4%	-3%	-5%
CCOC(=O)Cc1cnc(NC(=O)NC(C(=O)OCC)(c2ccccc2)C(F)(F)F)s1 (stereo not given)	6%	28%	2%	-8%	-6%	12%	-3%	-5%
OCCC1CN(Cc2cccc(-n3cccn3)c2)CCN1Cc1ccccc1 (stereo not given)	-2%	-13%	·	-28%	-4%	·	-10%	-5%
CC[N+]1=CN(c2ccccc2)C(C)=CC1(C)C	2%	8%	·	?	3%	-28%	12%	-1%
O=C(/C=C/c1ccc(-c2cccc([N+](=O)[O-])c2)o1)N1CCOCC1	·	·	-1%[10 µM]	-1%	-24%	-13%[9.22 µM]	7%	?
CC1(C)Cc2nc3oc4c(=S)nc[nH]c4c3cc2CO1	3.2µM*	8%	-21%	?	4%	-6%	4%	-5%
COCCN(C(=O)CSc1nnc(C)n1Cc1ccccc1)c1c(N)n(Cc2ccccc2)c(=O)[nH]c1=O	5%	-36%[inhibitor]	?	3%	-5%	-11%	-2%	-4%
CCOc1ccc(CC(=O)OCN2C(=O)c3ccccc3C2=O)cc1	?	-3%	-24%	10%	-10%	7%	0%	-7%
CC1CCN(S(=O)(=O)c2cn(C)c(=O)n(C)c2=O)CC1	5%	-4%	3%[10 µM]	6%	-2%	-1%	-1%	-10%
Cc1ccc(CNc2ncc(-c3ccc4c(c3)OCO4)n2C)cc1	16µM*	-1%	-10%	?	-16%	-4%	-12%	?
O=C1COc2ccc(OCc3ccc(F)cc3)cc21	-2%	11µM*	-23%	-2%	-6%	13%	1%	-21%
CC(=O)NCCc1ccc(O)cc1	·	·	-16%[10 µM]	?	1%	-20%[9.22 µM]	-2%	0%
COc1ccc(N(CC(=O)Nc2c(C)cccc2C)S(=O)(=O)c2ccccc2[N+](=O)[O-])c(OC)c1	-6%	·	-25%[10 µM]	-7%	6%	-26%[9.22 µM]	-10%	-3%
Cc1cc(=O)[nH]c(N/N=C/c2c(C)oc3ccccc23)n1	1%	-8%	-24%	2%	-2%	7%	-3%	?
COc1ccc(/C=C(/NC(=O)c2cccs2)C(=O)Nc2ccc(C)cc2)cc1OC	-3%	-7%	·	12%	-16%	14%	?	-3%
CC(=O)Nc1ccc(-n2nnnc2SCC(=O)N2CCN(C(=O)c3ccco3)CC2)cc1	?	4%	5%[10 µM]	-3%	-15%	3%	-14%	-10%
S=c1c2c(nc3nc[nH]n13)CCC2	·	·	1%[10 µM]	?	1%	17%[9.22 µM]	-5%	-6%
COC(=O)/C=C1\SC(=Nc2ccc(Cl)c(Cl)c2)NC1=O	-5%	-21%	-5%	6%	-19%	-6%	-6%	?
O=C(COc1ccc(Cl)cc1[N+](=O)[O-])NC1CCCCC1	?	11µM*	-124%[inhibitor]	4%	-11%	-15%	7%	-4%
COC(=O)N[C@@H](CCc1ccccc1)[C@]1(C(C)=O)CCCC1=O	-2%	3%	-51%[inhibitor]	-6%	2%	·	0%	-9%
CCCCNC(=O)C1CC(=O)N(CCC(C)C)C1 (stereo not given)	-2%	-7%	12%	10%	4%	-6%	-4%	-3%
O=C(Nc1ccc(C(=O)O)cc1)/C(=C\c1ccc2c(c1)OCO2)NC(=O)c1ccco1	3%	5%	24%[10 µM]	?	10%	13%	5%	13%
CNC(=O)C1CCN(C(=O)c2ccc(-c3ccccc3)cc2)CC1	?	?	-11%	2%	1%	-10%	2%	8%
O=C(c1cc2nc(-c3ccco3)cc(C(F)(F)F)n2n1)N1CCCCCC1	?	-11%	-11%	?	-2%	?	-1%	-10%
CN1CCCCCC1=NC1=C(C#N)CCCC1	2%	-10%	7%	5%	0%	6%	7%	2%
CC(C)CC(=O)NC(=S)Nc1ccc(CN2CCOCC2)cc1	·	·	5%[10 µM]	-11%	4%	6%[9.22 µM]	6%	3%
O=C(NC(Cc1c[nH]c2ccccc12)C(=O)O)/C(=C\c1ccc2c(c1)OCO2)NC(=O)c1ccccc1 (stereo not given)	·	·	-10%[10 µM]	-1%	-12%	15%[9.22 µM]	-3%	-7%
COc1ccc(S(=O)(=O)n2ccnc2)cc1C(C)(C)C	·	10%	·	·	-5%	·	-1%	0%
C/C(=N\NC(=S)NCc1ccccc1)c1ccccc1	-2%	9%	45%[10 µM]	-4%	-24%	-2%	-1%	-3%
O=C(/C=C/c1ccc([N+](=O)[O-])s1)N1CCCCC1	28µM*	17%	-43%[inhibitor]	-3%	-18%	?	-6%	?
CCN(C#N)c1nc(N(C)C)nc(N(C)C)n1	0%	-1%	-2%	7%	2%	2%	-7%	-1%

Retrieved by compound from above:
SMILES	ALDH1A1 inh	SMN2 splice up	HTT cytoprotect	KDM4E inh	Tau fluor counter	HttQ103 aggreg	Tau fibril FP	Tau fibril ThT
CC1CCN(S(=O)(=O)c2cn(C)c(=O)n(C)c2=O)CC1	5%	-4%	3%[10 µM]	6%	-2%	-1%	-1%	-10%
Cc1cc(=O)[nH]c(N/N=C/c2c(C)oc3ccccc23)n1	1%	-8%	-24%	2%	-2%	7%	-3%	?
O=C1NC(c2cccc([N+](=O)[O-])c2)=CCN1c1ccccc1O	-5%	11%	14%[10 µM]	-16%&4%&-8%	-15%&-9%&-7%	8%[9.22 µM]	4%&3%&-4%	?

(listing goes on)
SMILES	ALDH1A1 inh	SMN2 splice up	HTT cytoprotect	KDM4E inh	Tau fluor counter	HttQ103 aggreg	Tau fibril FP	Tau fibril ThT
CCc1ccc2oc(C(=O)Nc3nc(-c4ccccc4)ns3)c(C)c2c1	·	?	·	·	-18%	·	-12%	?
O=C(Nc1ccc(S(=O)(=O)Nc2cnc3ccccc3n2)cc1)c1ccc(Br)o1	?	-26%	-10%[0.074 µM]	?	3%	9%	2%	-13%
Cc1cccc(Cn2nc(C)n3c(cc4cc(C)ccc43)c2=O)c1	·	5%	·	·	3%	·	5%	4%
O=C(CNC(=O)C1CCCCC1)NC1=NCCS1	5%	-36%[inhibitor]	-6%	-5%	0%	29%	-2%	-6%
O=C(CN(Cc1ccccc1C(F)(F)F)C(=O)CNC(=O)c1ccco1)NC1CCCC1	11%	10%	-9%[10 µM]	4%	-3%	-6%[9.22 µM]	1%	-3%
CCCCN1CCc2c([nH]c3ccc(C)cc23)C1=O	?	?	-7%	-14%	-11%	14%	-5%	-10%
CCN(CC)S(=O)(=O)c1ccc(/C=C/C(=O)OCC(=O)N(C)C)cc1	-2%	-2%	-16%	-6%	-9%	-8%	-8%	-4%
Cc1ccc(C(=O)NCCn2c(N)c(C#N)c3nc4ccccc4nc32)cc1	?	-29%	·	?	-14%	14%	-3%	-5%
O=C(COC(=O)C1CCCCC1)Nc1ccc(N2CCCCC2)cc1	-8%	-6%	-18%	3%	-29%	-3%	9%	?
COC(=O)c1ccc(C(=O)NN)cc1	·	·	21%[10 µM]	12%	-3%	-1%[9.22 µM]	8%	?
CCN1/C(=C2/SC(=S)NC2=O)Sc2ccccc21	?	-12%	·	-1%	-3%	5%	5%	?
CC(=O)Nc1ccc2nc(NC(=O)COc3ccccc3Cl)sc2c1	-2%	13%	-33%	?	-20%	8%	-16%	?
C=CCNC(=O)C1CCC(C(=O)NCC=C)CC1 (stereo not given)	13%	15%	·	8%	3%	7%	2%	4%
COc1cccc(N2C(=O)CC(N3CCN(S(=O)(=O)c4ccccc4)CC3)C2=O)c1 (stereo not given)	?	9%	-4%	4%	-12%	24%	-8%	-13%
COc1ccc(CCNC(=O)CSc2nnc(Cn3c(=O)sc4ccccc43)n2C)cc1OC	0%	·	-2%[0.074 µM]	-4%	-6%	-2%	-3%	-9%
O=C(NCCCN1CCN(c2ccccc2F)CC1)c1nnc(Cc2ccc(Cl)cc2Cl)o1	·	-46%[inhibitor]	·	·	-25%	·	9%	-19%
Clc1ccc(Cn2ccc(C3CC3)n2)cc1	-9%	·	-33%[inhibitor]	-5%	-8%	-2%	-2%	-8%
COc1ccc(OC)c(NC(=O)Nc2c(C)n(C)n(-c3ccccc3)c2=O)c1	·	11%	·	·	-9%	·	-8%	-5%
O=C(c1cc2sccc2n1Cc1ccccc1)N1CCCc2ccccc21	-11%	10%	-25%	-16%	-7%	?	7%	-7%
COc1cccc(NC(=S)N(CCN(C)C)Cc2cccs2)c1	6%	-4%	2%	2%	4%	14%	4%	3%
COc1ccccc1NC(=O)C1=C(C)Nc2nc3ccccc3n2C1c1cccc(OC)c1OC (stereo not given)	·	6%	·	·	?	·	5%	-7%
CCN1CCCC1CN(Cc1cc2ccc(C)cc2[nH]c1=O)C(=S)Nc1ccc(OC)cc1OC (stereo not given)	20µM*	14%	-2%[10 µM]	1%	-9%	-6%	-3%	?
C[C@@H](C(=O)Nc1ccc2ccccc2c1)[C@H]1C[C@]1(C)[C@H](NS(=O)(=O)c1ccccc1)c1ccccc1	-5%&-7%	-26%&-35%	3%	-13%&-3%	-18%&-19%	-9%	?	11%&2%
CCOC(=O)C1=C(CSc2nc3c(cc2C#N)CN(C)CC3)OC(N)=C(C#N)C1c1ccc(Cl)cc1 (stereo not given)	?	4%	-9%	?	?	10%	-16%	20µM*
COc1cccc(NC(=O)c2ncc(Cl)c(Cl)c2Cl)c1	5%	26%	-5%[10 µM]	?	-12%	?	-8%	?
COC(=O)Nc1ncc(CN2CCCCC2)s1	-4%	?	16%	0%	-7%	10%	-2%	-6%

Screens: PubChem, National Center for Advancing Translational Sciences (NCATS)
